# Source: PubChem BioAssay
# Mdm2 ligase inh: Mdm2 E3 ligase (human) inhibition. Q00987. cell-based MDM2 ubiquitination luciferase reporter, 2 h; 0 = plate control, 100 = twice control, blank-subtracted. signal enhancement, % at 5 µM. actives 0.11% (n = 210,000);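 active means signal enhancement of 30% or more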;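 further: luminescence tracks abundance of the self-degrading MDM2-luciferase fusion protein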
#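 Assay system: mammalian cells stably expressing self-ubiquitinating, self-degrading MDM2 E3–luciferase fusion. Quantity: 2000 cells in each well. Medium: DMEM culture medium. Compound dosing: single-point 5 µM. Timing: cell settling 4 h, compound treatment 2 h, both 37 °C. Technique: luciferase luminescence. Read-out basis: percent signal gain over controls, blank-subtracted. Benchmarks: plate controls and plate blanks.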
# Wee1 stabilizer: blocks degradation of human Wee1 kinase. AID 1321. actives 1.2% (n = 220,000). P30291. HeLa Luc-Wee1K328M stability, luciferase luminescence; 100% = proteasome inhibitor MG132 effect. reporter increase, % at 5 µM;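 active means activation above the mean of all tested compounds plus 3 SD, set per screening run, cut at about 8.8% in these data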;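 further: cells exposed to compound for 20 h before luminescence read; 0% = DMSO alone and 100% = MG132 at 30 µM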
# Target sequence (P30291 whole entry K328M): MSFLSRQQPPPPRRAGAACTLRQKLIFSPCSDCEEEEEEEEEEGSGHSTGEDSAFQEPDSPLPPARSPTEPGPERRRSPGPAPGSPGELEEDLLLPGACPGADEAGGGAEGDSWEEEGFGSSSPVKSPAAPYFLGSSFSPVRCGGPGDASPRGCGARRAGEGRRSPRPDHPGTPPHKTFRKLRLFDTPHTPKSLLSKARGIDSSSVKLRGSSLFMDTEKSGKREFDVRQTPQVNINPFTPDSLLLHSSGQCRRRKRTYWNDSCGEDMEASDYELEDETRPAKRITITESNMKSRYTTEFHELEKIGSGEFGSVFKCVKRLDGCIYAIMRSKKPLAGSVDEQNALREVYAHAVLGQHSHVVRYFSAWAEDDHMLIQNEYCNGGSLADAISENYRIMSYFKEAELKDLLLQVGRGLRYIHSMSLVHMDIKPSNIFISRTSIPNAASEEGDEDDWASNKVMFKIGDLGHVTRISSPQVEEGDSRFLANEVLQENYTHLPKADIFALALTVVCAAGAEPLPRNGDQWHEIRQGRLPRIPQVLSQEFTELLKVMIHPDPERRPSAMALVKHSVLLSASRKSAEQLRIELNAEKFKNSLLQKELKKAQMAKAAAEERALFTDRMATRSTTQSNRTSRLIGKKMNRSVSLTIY
# Ba/F3 V617F tox: reduce viability of Ba/F3 cells dependent on JAK2V617F. Ba/F3 EpoR-JAK2V617F viability, ATP luminescence. inhibition, % at 5.6 µM. actives 1.1% (n = 220,000). AID 1446;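 active means inhibition above the campaign mean plus 3 SD over all tested compounds, cut at about 24% in these data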;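 further: cytokine-independent growth of Ba/F3 cells driven by EpoR plus mutant JAK2; 0% = DMSO-treated cells and 100% = JAK inhibitor I control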
# S1P4 agonist: activates the human S1P4 receptor | S1P4-expressing cell line, agonist reporter assay | AID 1509 | actives 0.35% (n = 220,000) | activation, % at 4.98 µM; in the data active means activation above about 11%;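 further: 0% = DMSO vehicle and 100% = reference agonist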
# Target sequence (O95977 whole entry, looked up): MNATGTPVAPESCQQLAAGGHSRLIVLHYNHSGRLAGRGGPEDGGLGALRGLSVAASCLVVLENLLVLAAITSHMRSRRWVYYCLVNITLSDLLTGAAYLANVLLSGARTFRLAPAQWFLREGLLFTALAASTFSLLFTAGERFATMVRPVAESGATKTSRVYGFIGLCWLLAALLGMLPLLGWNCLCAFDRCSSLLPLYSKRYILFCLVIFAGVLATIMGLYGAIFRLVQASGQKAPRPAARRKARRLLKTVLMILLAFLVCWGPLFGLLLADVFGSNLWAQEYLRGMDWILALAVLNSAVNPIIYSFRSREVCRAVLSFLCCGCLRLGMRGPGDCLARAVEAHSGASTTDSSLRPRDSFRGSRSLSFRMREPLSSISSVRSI
# S1P4 antagonist: human S1P4 receptor antagonism; O95977; actives 0.26% (n = 220,000); inhibition, % at 4.98 µM; AID 1510; S1P4-expressing cells, antagonist mode, reporter read-out; in the data active means inhibition above about 29%;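 further: 0% = wells stimulated with agonist and 100% = vehicle wells without agonist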
# BaF3 tox: counter-screen for JAK2V617F inhibitors: parental Ba/F3 viability inhibitors. CellTiter-Glo ATP luminescence. inhibition, % at 5.6 µM. actives 1.1% (n = 220,000). AID 1486;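 active means inhibition above a per-campaign cutoff, the mean inhibition of all tested compounds plus 3 SD, cut at about 27% in these data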;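 further: 0% = DMSO wells and 100% = JAK Inhibitor I control wells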
# NPY2 pot ag: potentiates or activates human NPY-Y2 receptor | P49146 | actives 0.45% (n = 220,000) | cells expressing NPY-Y2, potentiator/agonist read-out | activation, % at 3.6 µM | AID 1359; in the data active means activation above about 27%;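 further: cells stimulated with NPY near EC25 plus isoproterenol at EC100; 0% = vehicle plus submaximal agonist and 100% = vehicle plus saturating agonist; some results beyond the cut were filed as inactive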
# PERK inh: blocks human PERK kinase. actives 0.17% (n = 220,000). inhibition, % at 5.6 µM. AID 1416. Q9NZJ5. CHO PERK-DD fusion, SEAP luminescence translation reporter;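 active means inhibition above the mean inhibition of all tested compounds plus 3 SD, set separately per screening campaign, cut at about 2.9% in these data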;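 further: PERK kinase domain activated by AP20187 dimerizer at 100 nM; 0% = DMSO with dimerizer and 100% = rapamycin at 8.4 µM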
# eIF4E 4G PPI: blocks eIF4E binding to eIF4G | P63073+Q04637 | TR-FRET eIF4E-eIF4GI(517-606) binding, 2 h | inhibition, % at 21.7 µM | actives 0.37% (n = 220,000) | AID 782;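 active means inhibition above about 30%, limit read from the data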;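 further: 0% = full FRET control wells and 100% = background wells lacking eIF4GI fragment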
# The depositor's hits bear a star; nt = no result given; [ ] = dose if it differs, or a comment.
SMILES,Mdm2 ligase inh,Wee1 stabilizer,Ba/F3 V617F tox,S1P4 agonist,S1P4 antagonist,BaF3 tox,NPY2 pot ag,PERK inh,eIF4E 4G PPI
CC1CC(C)CN(CCCNC(=O)COc2cc(=O)n(C)c3ccccc23)C1 (centres undefined),1,-4,0,-0.7,1,3,4,0.0,4[fluorescence artefact?]
CCOc1ccccc1CNC(=O)c1cn(C)c(=O)c2c1c1ccccc1n2C,-1,-1,-5,-0.7,5,3,16,0.3,0
COc1ccc(CCNC(=O)COC(=O)/C=C/c2cccs2)cc1,-8,2,1,0.5,-9,2,-9,0.8,-1
CN(C)S(=O)(=O)c1cccc(NC(=O)COC(=O)/C=C/c2ccc3c(c2)OCO3)c1,-14,-4,4,-0.5,-4,1,-19,-0.4,1
CC1(C)C(c2ccccc2)=NC(c2ccc(F)cc2)N1O (centres undefined),-6,1,-1,1.4,6,4,16,1.8,10
COc1ccc(C(C#N)N2CCCCC2)cc1OC (centres undefined),-11,-1,-2,-0.5,3,-2,14,2.1,10
CCOCCCN1C(=O)CN(C2CCCCCC2)C(=O)C1c1ccc(OC)cc1 (centres undefined),7,1,5,-0.5,-10,9,-4,-1.1,-36
NS(=O)(=O)c1ccc(N2C(=O)C3CC=CCC3C2=O)cc1 (centres undefined),-14,-4,3,0.0,-23,5,4,0.6,3
Cc1occc1C(=O)N/N=C/c1ccc(OCc2ccccc2)cc1,-5,0,0,1.3,6,0,-10,0.1,-1
CCN(CC)C(=O)Nc1c(C)n(C)n(-c2ccccc2)c1=O,3,-1,-2,-3.9,-10,2,-4,-0.1,2
Cc1ccc(/C=C/c2ccc(=O)n(Cc3ccccc3Cl)n2)cc1,-13,3,-2,-0.5,-13,1,6,-0.5,6
O=C(Nc1ccc(N2CCOCC2)cc1)c1nc2ccccc2s1,nt,6,1,1.5,-19,-2,3,0.5,-5
COc1ccc(OC)c(C2C3=C(CCCC3=O)Nc3c2c(=O)n(C)c(=O)n3C)c1 (centres undefined),-39,0,-1,-3.2,-29,4,8,-0.3,11[fluorescence artefact?]
CCOc1cc(NC(=O)c2ccccn2)c(OCC)cc1NC(=O)c1ccccc1,-16,0,-2,2.2,-10,0,-4,0.3,-2
Cc1ccccc1CS(=O)(=O)c1ccc(C(=O)N2CCC(C)CC2)cc1[N+](=O)[O-],-14,-1,-4,0.0,24,-3,2,0.4,-4
O=C(COc1ccc([N+](=O)[O-])cc1)Nc1cc(C(=O)O)cc(C(=O)O)c1,4,2,-3,-0.8,-5,2,0,0.1,0
CCOC(=O)N1CCC(Nc2ncnc3c2cnn3-c2ccccc2)CC1,-9,8,4,1.4,-9,8,-1,-0.9,3
CN(/N=C/c1cccnc1)C1=NS(=O)(=O)c2ccccc21,-21,-1,2,2.7,0,9,-5,0.4,1
O=C(Cc1cccs1)Nc1cccc(C(=O)Nc2ccco2)c1,2,1,1,-2.7,-20,2,-10,-0.5,8
COc1ccc(NC(=O)c2ccc(OC(F)F)cc2)cc1Cl,-2,-1,-3,-0.7,3,2,-4,1.4,10
N#Cc1ccccc1Oc1ccccc1C=O,-7,1,3,1.3,-32,3,18,0.2,-2
CCCNC(=O)CSc1nc2ccc(OCC)cc2s1,-9,-1,-4,2.2,-20,0,7,-0.3,-4
CCOc1ccc(NC(=O)CC2C(=O)N(c3ccc(OC)cc3)C(=O)N2CCc2cccs2)cc1 (centres undefined),-8,-1,3,0.2,-19,2,-2,-1.4,-2
O=C(N/N=C/c1ccc[nH]1)c1cccc([N+](=O)[O-])c1,-14,-3,-3,4.6,-18,9,0,1.1,-5
COC(=O)C1=C(N)Oc2cc(C)n(Cc3ccccc3)c(=O)c2C1c1ccccc1 (centres undefined),4,3,3,-0.2,7,7,-1,-0.7,2
O=S(=O)(c1ccc(-c2ccccc2)cc1)N1CCOCC1,-16,-2,5,-0.9,-2,2,-10,-0.9,0[fluorescence artefact?]
CC(C)CN1CCN(Cc2ccc(CN3CCCCC3)s2)CC1CCO (centres undefined),-10,4,-3,-1.9,2,2,-4,0.1,-1
Cc1ccc(-n2ncc3c(=O)n(CC(=O)N4CCN(c5ccccc5)CC4)cnc32)cc1,-15,6,4,0.9,-13,4,-9,-0.1,1
COc1cc(NC(=O)COC(=O)CNC(=O)c2cc(C)cc(C)c2)c(C)cc1[N+](=O)[O-],-13,-2,-4,0.6,7,1,-2,1.2,2
C/C(=N\Nc1ccc(C(F)(F)F)cc1[N+](=O)[O-])C(C)C,9,-2,4,0.0,-6,7,7,0.2,10
O=C(NCC1CCCO1)NC12CC3CC(CC(C3)C1)C2 (centres undefined),-14,1,-2,-0.7,5,4,10,0.2,2
CCOc1ccc2nc(NCCCNS(=O)(=O)c3ccc(F)cc3)c(C#N)cc2c1,-7,2,-4,3.2,-11,2,-10,0.2,6[fluorescence artefact?]
CCN(CC)C(=O)C(C(=O)c1cccc([N+](=O)[O-])c1)n1cc(Cl)ccc1=O (centres undefined),-9,0,3,0.1,-1,5,-1,-0.6,-1
Cc1cc(Nc2ccccc2N2CCOCC2)n2ncnc2n1,6,-2,3,-0.4,-15,5,-22,0.0,1
Cc1nn(-c2cc(N3CCCCC3)ccc2[N+](=O)[O-])c(=O)c2ccccc12,-5,2,2,3.6,3,1,-8,-0.9,3
CCN(C(=O)c1coc(=O)c(Br)c1)c1ccc2c(c1)OCO2,-10,-2,-1,0.6,6,3,10,0.8,20[fluorescence artefact?]
COC(=O)C1=C(N)Oc2cc(C)n(Cc3cccnc3)c(=O)c2C1c1ccc(OC)c(OC)c1 (centres undefined),-2,1,-5,-0.2,-24,-1,21,0.9,-4[fluorescence artefact?]
Cc1ccccc1-n1c(C)nnc1SCC(=O)NC1CCCc2ccccc21 (centres undefined),-7,-1,7,-2.1,-6,8,7,-1.6,4
COc1ccc(OC)c(-n2c(=O)c3ccccc3c3ccccc3c2=O)c1,nt,-1,-2,-1.1,-17,6,3,0.8,-1
N=c1oc2ccccc2cc1-c1nc(-c2ccc(Cl)cc2)cs1,-12,-1,2,4.2,15,7,0,-0.7,0
CC(C)c1ccc[n+](-c2nc([O-])sc2C=O)c1,-4,-2,2,-1.2,11,-3,2,1.7,0
COCCCNC(=O)c1ccc(N(C)S(=O)(=O)c2ccc(OC)cc2)cc1,-4,-1,0,1.2,8,1,-4,-0.1,2
COC(=O)c1cn(C)c2ccc(S(=O)(=O)N3CCCC3)cc2c1=O,-22,3,-6,1.9,-6,-2,17,0.8,9[fluorescence artefact?]
COCCNC(=O)/C(C#N)=C/c1cccc(NC(=O)c2ccccc2Cl)c1,-7,0,-2,1.4,-15,2,1,0.7,0[fluorescence artefact?]
CC1=Nn2c(nc3sc4c(c3c2=O)CCCC4)SC1,4,2,2,0.4,-30,1,4,0.2,9
O=C(/C=C/c1cccs1)Nc1ccc([N+](=O)[O-])cc1,-7,3,-2,2.7,4,0,13,0.6,16
Cc1ccc2nc(SCC(=O)Nc3cc(C(F)(F)F)ccc3N3CCOCC3)[nH]c2c1,-12,-1,78*,1.4,7,75*,-13,-2.0,-1
Clc1ccc(C2CC(c3ccco3)n3ncnc3N2)cc1Cl (centres undefined),nt,0,-6,-0.8,-7,1,-1,0.4,-2[fluorescence artefact?]

# Record cards, as listed above. Values in the order: Mdm2 ligase inh	Wee1 stabilizer	Ba/F3 V617F tox	S1P4 agonist	S1P4 antagonist	BaF3 tox	NPY2 pot ag	PERK inh	eIF4E 4G PPI
# Profile of `COCCCNC(=O)c1ccc(N(C)S(=O)(=O)c2ccc(OC)cc2)cc1` : -4	-1	0	1.2	8	1	-4	-0.1	2
# Profile of `COCCNC(=O)/C(C#N)=C/c1cccc(NC(=O)c2ccccc2Cl)c1` : -7	0	-2	1.4	-15	2	1	0.7	0[fluorescence artefact?]
# Profile of `COc1ccc(OC)c(-n2c(=O)c3ccccc3c3ccccc3c2=O)c1` : nt	-1	-2	-1.1	-17	6	3	0.8	-1

# More results:
SMILES,Mdm2 ligase inh,Wee1 stabilizer,Ba/F3 V617F tox,S1P4 agonist,S1P4 antagonist,BaF3 tox,NPY2 pot ag,PERK inh,eIF4E 4G PPI
CCc1nnc(NC(=O)CSc2nnc(Cc3ccccc3)o2)s1,0,1,2,-0.8,-4,2,0,-0.6,-2
CCCNC(=O)c1cc(SC)ccc1Cl,-8,1,0,1.4,-18,4,2,0.4,-1
CC/C(=N\O)c1c(O)c2c(n(-c3ccccc3)c1=O)CCCC2,-1,2,-3,22*,-8,3,-12,0.7,-1
COc1c(C=O)c(CCN(C)C(=O)c2ccc(F)cc2)cc2c1OCO2,nt,0,-3,0.5,-23,-1,3,0.6,-1
CCOC(=O)C1(Cc2ccccc2)CCN(Cc2cnn(CC)c2)CC1,-6,8,0,0.4,-3,1,-3,1.0,-1
CN1CCN(C(=O)c2ccc3c(=O)n(-c4ccc(F)cc4)c(=S)[nH]c3c2)CC1,9,-1,5,-1.5,4,9,-21,0.7,0
O=C(N/N=C/C=C/c1ccccc1)NC1CCCCC1,3,-2,0,1.6,7,10,-10,1.1,0
CCc1ccc2c(CN3CCc4cc(OC)c(OC)cc4C3)cc(=O)oc2c1,-3,-1,-4,-1.9,-4,0,5,-0.2,6[fluorescence artefact?]
O=C1c2ccccc2C(=O)c2c1ccc(C(=O)N1CCCCC1)c2NCCO,0,1,-2,0.3,-16,0,2,-0.2,1[fluorescence artefact?]
CC1CN(C(=O)CN2C(=O)NC3(CCCCCC3)C2=O)CC(C)O1 (centres undefined),-1,-2,-3,-1.5,-11,0,6,1.4,-3
CCN1CCN(C(=O)NC(c2ccc(C)c(F)c2)C(Cl)Cl)CC1 (centres undefined),-4,-4,-1,1.0,7,4,0,0.1,3
CCCCN(C(=O)Cc1cccc(F)c1)c1c(N)n(CCC)c(=O)[nH]c1=O,-11,2,1,-0.8,2,2,1,-0.4,1
COc1ccc(C(c2nnnn2Cc2cccs2)N2CCN(c3ccccc3F)CC2)cc1OC (centres undefined),-14,1,2,0.1,15,5,-2,-0.9,-10
C=CCn1c(=O)c2ccccc2n2c(SCc3cc(=O)n4ccsc4n3)nnc12,-10,-2,1,-0.4,-2,5,6,0.2,-1
O=C(O)Cn1nc(-c2ccccc2)oc1=O,-3,-1,-3,1.6,-11,2,-4,3.0*,-2
Cc1ccccc1NC(=O)Cn1nnc(-c2ccc(N3CCOCC3)cc2)n1,-2,7,-4,-1.0,-12,1,3,0.8,-8[fluorescence artefact?]
Cc1c(C(=O)/C=C/N(C)C)nnn1-c1ccc(Cl)cc1C#N,-14,2,-7,-2.1,10,-4,-8,0.8,-1
CN(CC(=O)Nc1ccccc1[N+](=O)[O-])Cc1ccc(Br)cc1,-5,-2,0,0.6,3,2,-5,0.3,-1
COc1cc(/C=C2\SC(N)=NC2=O)ccc1OCC(=O)Nc1ccc(C)cc1,-22,8.9*,0,0.6,-7,6,7,0.5,21
COc1ccc(CN2C(=O)CCC(C(=O)O)C2c2ccccc2)cc1 (centres undefined),6,-2,2,-0.8,-18,9,1,0.0,1
CN1CCN(NC(=O)c2ccc(Cl)c(S(=O)(=O)Nc3ccc(Cl)cc3)c2)CC1,-90,4,-2,0.3,-15,-1,5,-1.4,3
CCC(=O)Nc1cc(C(F)(F)F)ccc1N1CCCC1,3,-3,-2,-1.5,1,4,8,1.3,-4
COc1cccc(/C=N/NC(=O)C(=O)NCc2cccnc2)c1O,-3,-3,1,1.4,-13,7,1,-0.5,-1[fluorescence artefact?]
